Compound activity: PubChem, several laboratories
TLR9-MyD88 inh = TLR9-MyD88 interaction inhibition. hit rate 0.21% among 340,000. AID 504734. inhibition, % at 4.98 µM. CHO BLA complementation TLR9-MyD88, CCF4 FRET ratio. Q9NR96+Q99836;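 active = inhibition above the mean over all tested compounds plus 3 SD, cut at about 21% in these data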;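 note: 0% = DMSO only wells and 100% = clavulanate BLA inhibitor control wells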
Granule exo inh = lytic granule exocytosis inhibition; inhibition, % at 10 µM; hit rate 0.66% among 360,000; AID 651702; TALL-104 LAMP-1 surface exposure, flow cytometry; cells stimulated with thapsigargin and PMA;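 active = inhibition above about 55%, limit read from the data; inconclusive = no clear call, values can overlap the other calls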
ABCB6 inh MLPCN = inhibitors of human ABC transporter ABCB6; K562-ABCB6 porphyrin accumulation, flow cytometry, 1 h; hits give low values; fluorescence ratio to DMSO, % at 10 µM; hit rate 0.19% among 360,000;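 active = fluorescence ratio to DMSO below 75%, the collection mean minus 3 SD; inconclusive = too few cells collected in the well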;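 note: signal is porphyrin accumulated inside mitochondria; 100% equals median channel fluorescence of DMSO control wells; lower ratio means ABCB6 inhibition with less porphyrin fluorescence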
Vif inh = HIV Vif inhibition; HEK293T cells, Vif self-association by quenched fluorescence, imaging, 24 h; inhibition, % at 7.49 µM; hit rate 0.35% among 340,000; AID 602346; in the data active = inhibition above about 50%, passing the limit was not always enough; inconclusive = no clear call, values can overlap the other calls; inactive = below about 31%; note: some results filed as inactive read as strong as hits
MC4R ag barr = human MC4R agonism via beta-arrestin; U2OS MC4R beta-arrestin complementation, luminescence; percent of melanotan II response, DMSO zero; P32245; AID 540308; activation, % at 8.9 µM; hit rate 0.98% among 360,000;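 active = activation above a per-plate cutoff, the mean activation of sample wells on that plate plus 3 SD, cut at about 8% in these data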
ABHD5 PLIN5 PPI = blocks binding of human ABHD5 to perilipin-5; Q00G26+Q8WTS1; Split G. princeps luciferase complementation, luminescence, 4 h; inhibition, % at 4 µM; hit rate 0.78% among 360,000; AID 602281;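 active = inhibition above the mean inhibition across every tested compound plus 3 SD, cut at about 22% in these data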;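 note: 0% = DMSO only wells and the 100% control is not disclosed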
Target sequence (Q00G26 whole entry, looked up): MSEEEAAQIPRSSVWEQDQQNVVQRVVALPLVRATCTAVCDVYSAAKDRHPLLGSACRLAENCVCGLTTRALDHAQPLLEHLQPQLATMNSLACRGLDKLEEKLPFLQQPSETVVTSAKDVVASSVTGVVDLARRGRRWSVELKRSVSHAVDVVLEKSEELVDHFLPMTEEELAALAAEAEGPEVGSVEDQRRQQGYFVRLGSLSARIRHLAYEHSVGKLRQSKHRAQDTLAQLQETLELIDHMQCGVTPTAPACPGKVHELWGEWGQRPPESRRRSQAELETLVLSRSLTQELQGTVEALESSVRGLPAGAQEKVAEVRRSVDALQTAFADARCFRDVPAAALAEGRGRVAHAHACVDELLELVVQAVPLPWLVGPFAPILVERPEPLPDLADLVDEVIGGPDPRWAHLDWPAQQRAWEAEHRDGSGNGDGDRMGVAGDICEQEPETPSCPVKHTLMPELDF
Target sequence (Q8WTS1 whole entry, looked up): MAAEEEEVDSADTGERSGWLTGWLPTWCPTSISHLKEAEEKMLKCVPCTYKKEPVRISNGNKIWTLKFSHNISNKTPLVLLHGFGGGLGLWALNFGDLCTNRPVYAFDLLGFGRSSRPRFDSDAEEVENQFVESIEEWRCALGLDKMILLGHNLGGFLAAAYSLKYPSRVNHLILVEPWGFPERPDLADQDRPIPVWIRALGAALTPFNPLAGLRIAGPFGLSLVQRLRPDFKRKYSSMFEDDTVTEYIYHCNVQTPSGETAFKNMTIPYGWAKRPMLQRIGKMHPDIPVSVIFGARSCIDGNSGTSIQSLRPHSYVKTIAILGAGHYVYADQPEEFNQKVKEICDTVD
NOD2 RIPK2 PPI = NOD2-RIPK2 protein interaction inhibition. CHO BLA complementation NOD2-RIPK2, CCF4 ratio. O43353. AID 624267. inhibition, % at 4.98 µM. hit rate 0.38% among 360,000; in the data active = inhibition above about 21%;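 note: 0% = vehicle only and 100% = reference blocker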
aDG glyco up = increases alpha dystroglycan glycosylation; Pro5-aDG cells, alpha-DG glycosylation AlphaScreen (IIH6); 0% Pro5, 100% B10-LARGE cell signal; activation, % at 10 µM; hit rate 0.22% among 360,000;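 active = activation of at least 8% versus controls, or a plate z-score of at least 8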;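 note: Pro5 are CHO cells carrying HIG-tagged alpha-DG that lacks glycosylation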
MC4R antagonist = human MC4R antagonism in cAMP assay; AID 540295; P32245; MC4R-expressing cells, MTII-stimulated cAMP, LANCE TR-FRET; hit rate 0.48% among 360,000; inhibition, % at 6.5 µM;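 active = inhibition above its plate's cutoff, the mean of tested wells on that plate plus 3 SD, cut at about 29% in these data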;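 note: 0% = Melanotan II alone and 100% = Melanotan II plus saturating MCL0020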
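System: U2OS-MC4R stable cell line; Technique: Eu-cAMP/anti-cAMP TR-FRET, emission 671 nm; Repeats: single well per compound; Also added: Melanotan II; Dosing: one concentration, 6.5 µM nominal; Schedule: 30-min compound, 1-h challenge, 1-h detection, room temperature.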
N-glyco inh = N-linked glycosylation inhibition. AID 588692. reporter increase, % at 12.5 µM. hit rate 0.23% among 360,000. D54 ERlucT glycosylation luciferase reporter, 24 h; percent of 100 nM tunicamycin response;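 active = mean luciferase reporter signal, scaled so untreated is 0 and the glycosylation-blocking control 100, at or above a set limit in every replicate; inconclusive = mean reaches the limit but not every replicate does; inactive = mean below the limit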;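 note: luciferase carries N-glycosylation sites so blocking glycosylation raises the light; 0% = median of neutral control wells and 100% = median of 100 nM tunicamycin wells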
The depositor's hits bear a star; ? = inconclusive; / = no result given. Some of the compounds tested (hit frequency here may not be typical).

SMILES	TLR9-MyD88 inh	Granule exo inh	ABCB6 inh MLPCN	Vif inh	MC4R ag barr	ABHD5 PLIN5 PPI	NOD2 RIPK2 PPI	aDG glyco up	MC4R antagonist	N-glyco inh
COc1cccc(C(=O)Oc2cccc(N3C(=O)C4C5CC(C(Br)C5Br)C4C3=O)c2)c1 (configuration not stated)	-2.3	-0.8	98.0	-11.0	-1.3	-7.3	2.1	0.2	14.6	1.2
COCCCNC(=O)[C@@H](Cc1ccccc1)NC(=O)CC[C@H]1O[C@@H](n2ccc(=O)[nH]c2=O)[C@H](O)[C@@H]1O	/	7.9	101.0	/	/	10.6	-14.6	0.1	/	-1.5
COc1ccc(O)c(/C=c2/sc3nc4cc(C)c(C)cc4n3c2=O)c1	0.9	-1.1	99.0	-2.4	-0.7	-0.7	-6.8	0.1	-9.2	-0.4
COc1ccc(NC(C)=O)cc1S(=O)(=O)NC(Cc1ccccc1)C(=O)NC(C)c1ccccn1 (configuration not stated)	2.8	7.3	102.0	0.2	-1.2	2.5	-8.3	-0.1	3.0	0.2
O=C(CSc1nc2ncc(Cl)cc2[nH]1)NC1CCS(=O)(=O)C1 (configuration not stated)	2.2	2.9	99.0	5.0	-0.2	-0.7	-8.3	-0.3	1.6	0.5
CC(=O)C1=C(O)C(=O)N(CCCn2ccnc2)C1c1ccc(Br)cc1 (configuration not stated)	-1.0	1.7	192.0	-3.5	-2.3	2.8	-4.6	-0.3	2.1	3.2
COc1ccc(/C=C/C(=O)NC(=S)NNC(=O)c2cccs2)cc1OC	0.3	0.6	101.0	7.0	0.8	-4.9	-4.9	0.1	7.1	2.0
Cc1c(/C=C/C(=O)c2ccccc2)cnn1C	1.5	-0.4	103.0	1.1	-1.2	8.3	-1.3	-0.1	4.6	-1.4
CCC1(c2ccc(F)cc2)NC(=O)N(CC(=O)NCc2ccccc2Cl)C1=O (configuration not stated)	-6.4	15.5	77.0	-0.5	-1.1	-14.5	5.7	0.1	-2.3	3.1
CCOC(=O)c1sc(NC(=O)CCN2CCN(C)CC2)c(C(=O)OCC)c1C	-3.1	29.3	93.0	3.2	-0.7	8.4	-1.6	0.3	10.4	0.9
Cc1ccc(CCNS(=O)(=O)c2cc3c(cc2C)n(C)c(=O)c(=O)n3C)cc1	0.7	-4.2	101.0	9.5	0.6	1.6	-1.0	0.1	-1.3	0.2
Cc1cc(C)nc(SCc2nnc(SCC(=O)O)n2-c2ccccc2)n1	-2.8	-1.1	96.0	-9.5	0.5	0.6	-8.5	0.4	31.0*	-1.4
Cc1ccc(S(=O)(=O)Nc2ccc(C(=O)NCc3cccnc3)cc2)cc1	-1.7	-3.4	94.0	3.0	-3.2	-3.2	-0.7	-0.2	-2.6	-1.6
COc1ccc(C2CC(c3ccc4ccccc4c3)=NN2C(=O)CSc2ncccn2)cc1 (configuration not stated)	-10.0	8.2	99.0	-2.6	-1.9	16.9	6.4	-0.1	11.6	-3.6
Cc1ccc(NC(=O)CCNC(=O)Cn2cnc3ccccc3c2=O)cc1F	0.6	-9.9	100.0	16.9	-0.6	4.7	-12.2	0.1	-4.4	3.0
CCCCC(=O)C1CCN(Cc2ccccc2)CC1	-2.7	1.3	94.0	1.5	-1.2	4.9	-3.3	-0.1	-0.2	-2.4
CC1Nc2ncnc(N3CCOCC3)c2N(Cc2ccc(Cl)cc2)C1=O (configuration not stated)	8.1	-4.2	101.0	-13.0	-0.4	11.1	-2.7	-0.1	9.4	3.2
O=c1ccc(Oc2nc(N3CCOCC3)nc(N3CCOCC3)n2)n[nH]1	-1.6	0.9	105.0	9.8	-1.5	10.3	-4.6	-0.3	0.8	2.7
NC(=O)[C@@H]1CCCN1C(=O)c1ccc2nc(Cc3ccccc3F)oc2c1	1.2	-1.2	98.0	2.2	-0.7	-1.7	-4.6	0.0	-3.0	-2.8
CO/N=C/NC(=O)C1=NOC(CNc2ncc(C(F)(F)F)cc2Cl)C1 (configuration not stated)	-4.9	-0.2	101.0	0.5	0.9	0.7	-5.9	0.2	-0.1	3.7
COc1cc([C@H]2[C@@H]3CCCC[C@]3(O)CCN2Cc2ccccc2F)ccc1O	-4.4	-0.8	95.0	-25.1	-1.2	-2.2	0.6	-0.1	-4.1	0.5
CCC(CO)Oc1cc(NCc2cccnc2)c2ncn(C(C)C)c2c1 (configuration not stated)	-7.4	-3.0	102.0	4.1	-0.6	6.8	-0.1	-0.2	4.0	5.4
O=C(O)Cn1c(=O)c2c3c(sc2n(Cc2ccccc2)c1=O)CCCC3	-5.1	-3.7	96.0	2.9	0.9	-7.3	0.8	-0.2	27.3	1.6
CCOc1cc(-c2c(C#N)c(N)nc3c2CCc2ccccc2-3)ccc1O	-16.1	23.8	99.0	5.1	-1.4	5.5	-12.0	0.0	7.8	46.1*
Cc1c(NC(=O)c2ccc3c(c2)C(=O)N(Cc2ccco2)C3=O)cccc1C(=O)O	-10.0	1.5	105.0	-1.5	-3.3	1.4	-8.9	0.2	7.1	0.6
C[C@@H]1CN([C@H](C)CO)C(=O)c2cc(Br)cnc2O[C@H]1CN(C)C(=O)CC1CC1	0.1	6.8	97.0	-15.7	-1.1	0.5	6.4	0.1	8.8	1.3
COc1ccc2ncccc2c1Cc1c(OC)ccc2ncccc12	-3.3	8.4	95.0	-9.9	-1.5	-2.0	3.6	0.2	3.4	7.4
C/C=C/c1ccc(OCC(=O)N2CCc3cc(OC)c(OC)cc3C2)c(OC)c1	-10.5	1.1	101.0	-1.7	-0.8	-5.4	-3.2	0.3	17.4	-1.0
COc1ccc(CC(=O)OCn2nnc3ccccc3c2=O)cc1	-6.5	2.5	101.0	18.1	-1.0	-3.0	6.6	-0.4	-3.6	-1.7
COc1ccc(-c2cn3ccc(C)cc3n2)cc1	2.3	-1.7	93.0	-13.0	1.4	4.9	2.3	0.6	-2.5	-18.4

Not a retest: entries from further up.
SMILES	TLR9-MyD88 inh	Granule exo inh	ABCB6 inh MLPCN	Vif inh	MC4R ag barr	ABHD5 PLIN5 PPI	NOD2 RIPK2 PPI	aDG glyco up	MC4R antagonist	N-glyco inh
COc1cccc(C(=O)Oc2cccc(N3C(=O)C4C5CC(C(Br)C5Br)C4C3=O)c2)c1 (configuration not stated)	-2.3	-0.8	98.0	-11.0	-1.3	-7.3	2.1	0.2	14.6	1.2
COCCCNC(=O)[C@@H](Cc1ccccc1)NC(=O)CC[C@H]1O[C@@H](n2ccc(=O)[nH]c2=O)[C@H](O)[C@@H]1O	/	7.9	101.0	/	/	10.6	-14.6	0.1	/	-1.5

(continued)
SMILES	TLR9-MyD88 inh	Granule exo inh	ABCB6 inh MLPCN	Vif inh	MC4R ag barr	ABHD5 PLIN5 PPI	NOD2 RIPK2 PPI	aDG glyco up	MC4R antagonist	N-glyco inh
O=C(c1cccc(C(F)(F)F)c1)N1CCN(CCc2ccccc2)CC1	-2.5	6.7	99.0	/	-0.1	-1.8	-9.4	0.1	10.5	/
CC1(C)Cc2c(cnn2-c2cccc(F)c2)C(NC(=O)CCc2cnccn2)C1 (configuration not stated)	-13.4	-3.5	91.0	1.3	-0.5	-2.6	-11.9	0.2	-1.6	-1.8
CCCCSc1nnc(-c2ccc(C)cc2)c2ccccc12	-2.1	-5.8	95.0	2.9	1.4	-5.0	-9.3	-0.2	9.5	-4.7
Cc1ccc(-n2nc3c(=O)n(C(C)C(=O)NCc4ccccc4Cl)nc(C)c3c2C)cc1 (configuration not stated)	5.7	0.0	96.0	4.7	-3.1	-4.9	5.3	0.9	3.8	-4.1
COc1ccc(C(=O)NCC(=O)N2CCCC(C(F)(F)F)C2)cc1OC (configuration not stated)	0.6	5.0	98.0	6.4	-2.3	3.0	-11.3	0.3	-1.9	0.3
O=[N+]([O-])c1ccc(Cl)c(/C=N/Nc2nc(N3CCOCC3)nc(N3CCOCC3)n2)c1	8.8	-2.6	99.0	/	-1.5	-5.7	-1.3	0.1	-0.5	2.7
CCOc1cc(NC(=O)c2cccs2)c(OCC)cc1NC(=O)c1ccco1	8.8	1.3	100.0	2.0	11.8*	-7.5	4.6	0.2	6.0	1.5
Cc1cc(C(C)(C)CC(C)(C)C)ccc1OCCOCC[N+](C)(C)Cc1ccccc1	-5.7	12.2	101.0	-5.2	25.3*	14.2	-9.5	-0.4	10.7	?
COc1ccc(S(=O)(=O)Nc2nc3ccccc3nc2Nc2cccc(C(=O)O)c2)cc1	-5.9	8.8	101.0	6.3	1.8	-2.1	-10.7	0.1	15.0	1.0
Cc1ccc(C(=O)NC2CCN(C(=O)NC3CCCCC3)CC2)cc1	-0.5	4.4	103.0	-4.0	-2.3	-2.8	-9.0	-0.2	3.0	0.5
O=C(CCSc1nc(-c2ccco2)cc(C(F)(F)F)n1)NCCN1CCOCC1	-2.4	-2.3	98.0	2.6	-1.5	0.7	-10.0	-0.3	-4.4	1.0

Nine structures out of the list, arranged by length of the SMILES, rising.
SMILES	TLR9-MyD88 inh	Granule exo inh	ABCB6 inh MLPCN	Vif inh	MC4R ag barr	ABHD5 PLIN5 PPI	NOD2 RIPK2 PPI	aDG glyco up	MC4R antagonist	N-glyco inh
COc1ccc(-c2cn3ccc(C)cc3n2)cc1	2.3	-1.7	93.0	-13.0	1.4	4.9	2.3	0.6	-2.5	-18.4
CCCCSc1nnc(-c2ccc(C)cc2)c2ccccc12	-2.1	-5.8	95.0	2.9	1.4	-5.0	-9.3	-0.2	9.5	-4.7
Cc1ccc(C(=O)NC2CCN(C(=O)NC3CCCCC3)CC2)cc1	-0.5	4.4	103.0	-4.0	-2.3	-2.8	-9.0	-0.2	3.0	0.5
O=C(c1cccc(C(F)(F)F)c1)N1CCN(CCc2ccccc2)CC1	-2.5	6.7	99.0	/	-0.1	-1.8	-9.4	0.1	10.5	/
COc1ccc(C(=O)NCC(=O)N2CCCC(C(F)(F)F)C2)cc1OC (configuration not stated)	0.6	5.0	98.0	6.4	-2.3	3.0	-11.3	0.3	-1.9	0.3
O=C(CCSc1nc(-c2ccco2)cc(C(F)(F)F)n1)NCCN1CCOCC1	-2.4	-2.3	98.0	2.6	-1.5	0.7	-10.0	-0.3	-4.4	1.0
CC1(C)Cc2c(cnn2-c2cccc(F)c2)C(NC(=O)CCc2cnccn2)C1 (configuration not stated)	-13.4	-3.5	91.0	1.3	-0.5	-2.6	-11.9	0.2	-1.6	-1.8
Cc1cc(C(C)(C)CC(C)(C)C)ccc1OCCOCC[N+](C)(C)Cc1ccccc1	-5.7	12.2	101.0	-5.2	25.3*	14.2	-9.5	-0.4	10.7	?
O=[N+]([O-])c1ccc(Cl)c(/C=N/Nc2nc(N3CCOCC3)nc(N3CCOCC3)n2)c1	8.8	-2.6	99.0	/	-1.5	-5.7	-1.3	0.1	-0.5	2.7
